Source: PubChem
RBX1-CUL1 inh: inhibitors of human ROC1-CUL1 ubiquitin ligase activity; inhibition, % at 10 µM; AID 1347404; in vitro K48 di-Ub FRET, acceptor:donor ratio, 45 min; 0.6% of 140,000 active; in the data active means inhibition above about 25%
Target sequence (P62877 whole entry, looked up): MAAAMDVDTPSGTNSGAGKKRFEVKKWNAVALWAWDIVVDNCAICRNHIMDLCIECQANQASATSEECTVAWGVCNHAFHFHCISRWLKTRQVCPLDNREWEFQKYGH
Target sequence (Q13616 whole entry, looked up): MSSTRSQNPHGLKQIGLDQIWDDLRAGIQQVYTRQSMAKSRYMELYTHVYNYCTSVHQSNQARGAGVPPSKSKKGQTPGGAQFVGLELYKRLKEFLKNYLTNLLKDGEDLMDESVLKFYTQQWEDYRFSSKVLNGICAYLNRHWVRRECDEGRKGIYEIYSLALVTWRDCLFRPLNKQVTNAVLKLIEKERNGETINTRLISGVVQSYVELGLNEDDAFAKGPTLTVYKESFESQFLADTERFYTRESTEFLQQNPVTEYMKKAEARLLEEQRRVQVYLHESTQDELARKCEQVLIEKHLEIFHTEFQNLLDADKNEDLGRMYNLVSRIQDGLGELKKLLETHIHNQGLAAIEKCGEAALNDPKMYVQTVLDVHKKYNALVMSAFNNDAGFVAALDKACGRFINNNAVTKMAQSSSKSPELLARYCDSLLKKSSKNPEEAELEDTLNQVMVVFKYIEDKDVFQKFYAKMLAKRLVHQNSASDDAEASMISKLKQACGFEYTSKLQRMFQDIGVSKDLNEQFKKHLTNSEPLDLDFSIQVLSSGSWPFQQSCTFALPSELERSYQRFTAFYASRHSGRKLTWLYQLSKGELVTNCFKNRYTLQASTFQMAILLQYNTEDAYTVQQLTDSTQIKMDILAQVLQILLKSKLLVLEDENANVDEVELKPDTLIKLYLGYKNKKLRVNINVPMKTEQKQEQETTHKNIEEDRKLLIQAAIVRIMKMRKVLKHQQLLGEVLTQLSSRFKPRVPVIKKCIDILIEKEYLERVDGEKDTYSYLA
Active calls of the source: *. Not all compounds are listed; rates above refer to the full screens.

Molecule,RBX1-CUL1 inh
CCC(=O)Nc1ccc(C)c(Cl)c1,-7.3
O=C(CSc1nnc(-c2ccccc2)o1)N1CCCc2ccccc21,5.8
O[C@H]1c2ccccc2OC2(CCCC2)[C@H]1O,-7.4
O=C(Nc1cccc(Cl)c1)O/N=C1\CC2CCC1C2 (stereo not given),-0.2
CCOC(=O)c1cnc2c(ccc3ccccc32)c1Nc1ccccc1O,5.7
CCOc1ccc(-c2c(C)sc3ncn(CC(=O)N4CCOCC4)c(=O)c23)cc1,0.2
COc1cccc(OCc2nc3ccccc3n2CCOc2ccccc2C)c1,-0.2
O=C(Nc1cccc(OC(=O)c2cc(S(=O)(=O)N3CCCCC3)ccc2Cl)c1)c1ccco1,-9.5
N#Cc1ccccc1NC(=O)Cn1cnc2onc(-c3cccc(F)c3)c2c1=O,-5.3
O=C1CCCC(=Nc2ccc3ccccc3c2)C1,-4.5
CCc1noc(C)c1C(=O)N1CCN(c2cccc(C)c2C)CC1,3.4
O=C(CC1(O)C(=O)Nc2c(Cl)ccc(Cl)c21)c1ccc(Cl)cc1 (stereo not given),5.9
COc1cccc(CC2CN(C(=O)c3oc(C)cc3C)CCO2)c1 (stereo not given),-6.7
CC(=O)c1sc2c(c1OC(=O)c1cccc([N+](=O)[O-])c1)c(=O)n(-c1ccccc1)c(=S)n2-c1ccccc1,-3.8
COc1ccc(CN2CCNC(=O)C2CC(=O)N2CCCCC2)c(F)c1 (stereo not given),-4.6
CCC(=O)N1N=C(c2ccc(Cl)cc2Cl)CC1c1ccccc1 (stereo not given),5.6
CCc1[nH]nc2c1C(c1ccc(F)cc1F)C(C#N)C(=N)O2 (stereo not given),1.0
Brc1ccc(CNCC2CCCO2)cc1 (stereo not given),9.9
C=CCn1c(SC/C=C(/C)Cl)nc2ccccc2c1=O,5.0
CCC(C)NC(=O)C1CC(=O)N(c2cccc(Cl)c2)C1 (stereo not given),-6.6
COc1ccc(-c2nc3ccccc3s2)cc1NC(=O)COc1cccc(C)c1,-2.7
c1ccc(CCCN2CCCC(NCc3cccnc3)C2)cc1 (stereo not given),7.4
Cc1cccc(N2CCN(C(=O)c3cn(CC(C)C)c(=O)c4c3c3ccccc3n4C)CC2)c1C,2.1
CCc1ccc(C(=O)c2cn(CC(=O)Nc3cc(OC)ccc3OC)c3nc(C)ccc3c2=O)cc1,1.8
Cc1ccc2c(c1)CN(CC(=O)N1CCC(N3CCOCC3)CC1)CC(c1ccsc1)O2 (stereo not given),2.1
COc1ccccc1OCC(=O)N/N=C/c1ccc(-c2ccc(C)c(Cl)c2)o1,1.8
Cc1cccc(C)c1N=C(C(=Nc1c(C)cccc1C)N(C)c1ccccc1)N(C)c1ccccc1,-5.8
Cc1nn2c(C)c(C(=O)N3CCN(c4ccccc4F)CC3)cnc2c1-c1ccc(F)cc1,-13.3
O=C(CC1C(=O)NCCN1Cc1ccccc1F)NC1CCC1 (stereo not given),10.1
N#Cc1ccc(Oc2ccc(C(F)(F)F)cn2)cc1,-6.5
O=C(c1ccc(COc2ccc(Cl)cc2[N+](=O)[O-])cc1)N1CCC(Cc2ccccc2)CC1,0.0
Cc1cccc2nc(-c3ccc(N(C)C)cc3)c(Nc3ccc4c(c3)OCO4)n12,1.7
COc1ccc(-c2nc(C)c(CCNS(=O)(=O)c3cc(Cl)ccc3Cl)s2)cc1,-9.6
Fc1cccc2sc3c(c12)c1c(F)ccc(F)c1n1cnnc31,1.9
COc1cc2c(cc1NC(=O)C(C)Oc1ccccc1)oc1ccccc12 (stereo not given),0.7
O=c1c2sc3ccccc3c2n(Cc2cccc(C(F)(F)F)c2)c(=O)n1-c1ccccc1,3.3
CCn1c(=O)c2cc(C(=O)NCCc3cc(OC)ccc3OC)sc2c2ccccc21,-3.5
CC(C)(C)OC(=O)N1CCC(c2c(C(=O)NCCN3CCCC3)cnn2-c2ccc(Cl)cc2)CC1,6.4
Cc1ccccc1NC(=O)c1ccc(N/N=C/c2ccccc2O)c([N+](=O)[O-])c1,2.1
CCOC(=O)c1cccc(Nc2cc(-c3ccccc3)ncn2)c1,-9.3
Cc1cccc(NC(=O)c2ccc(Br)o2)n1,-1.7
CN(C(=O)C1CC1)C(Cc1ccc(F)cc1F)C1CCN(C(=O)/C=C/c2ccccc2)CC1 (stereo not given),4.2
C/C(=N\NC(=O)c1csc2c1CCCC2)c1ccc(NC(=O)c2ccc3c(c2)OCO3)cc1,3.4
O=c1cc(Sc2ccc(F)cc2)c2ccccc2o1,6.7
Cc1ccc(C(C)C)c(OCc2nnc3n2CCCCC3)c1,10.0
CCOC(=O)c1c(-c2ccc(OC)cc2)csc1NC(=O)CN1C(=O)c2ccccc2C1=O,8.9
COc1ccc(F)c(CC2(CCC(=O)NCc3nc(-c4ccccc4)cs3)CCC(=O)N2)c1 (stereo not given),-0.6
O=C(CCn1cncn1)N1CCCC(CCc2ccccc2C(F)(F)F)C1 (stereo not given),-6.3
CCCc1nc(N)nc(N)c1CCCc1ccccc1,3.0
Cc1cc(C(=O)O)ccc1NCc1ccc(F)cc1,-1.9
Cc1ccc2oc(C(=O)O)c(C)c2c1,1.3
CN(Cc1nc2ccc(F)cc2[nH]1)Cc1cn(C)nc1-c1ccccc1F,-5.0
CN(Cc1ccco1)C(=O)c1ccc2c(c1)N(Cc1ccccc1F)C(=O)c1ccccc1S2,-4.8
Cc1nc(N)sc1C(=O)N/N=C\c1ccc(O)c([N+](=O)[O-])c1,7.0
O=[N+]([O-])c1cn(CCCNc2c3ccccc3nc3ccccc23)cn1,4.7
O=C(Nc1cc(-c2nc3cc(Cl)ccc3o2)ccc1Cl)c1cccs1,5.6
COc1ccc(NC(=O)CSc2nc(N)c(C#N)c(-c3cccs3)c2C#N)c(OC)c1,-7.9
CCOC(=O)CCCCC(=O)C1NC(=O)N=C1CSc1nnc(C)c(=O)[nH]1 (stereo not given),0.9
Cc1ccc(-n2nc(C)c3c(C(F)(F)F)cc(-c4cccnc4)nc32)cc1Cl,-2.7
Cc1nc2ccccc2cc1C(=O)N/N=C/c1cccc([N+](=O)[O-])c1,8.6

Going on with the list:
Molecule,RBX1-CUL1 inh
NS(=O)(=O)c1ccc(NC(=O)c2cc(-c3cccs3)nc3ccccc23)cc1,-11.4
Cc1nn(CCCC(=O)Nc2ccccc2C(F)(F)F)c(=O)c2c1sc1ccccc12,8.4
O=S(=O)(NCC(c1ccco1)N1CCOCC1)c1ccc(F)cc1 (stereo not given),-2.6
COc1ccc(CCCc2nnc(SCC(=O)Nc3ccc(C)cc3)o2)cc1C,-1.7
CCc1cccc(-n2nnc(S(=O)(=O)c3ccc(OC)cc3)c2C)c1,-7.3
Cc1cc(C(=O)N(C)C(Cc2ccccc2)C2CCN(C(=O)CSc3ncccn3)CC2)n(C)n1 (stereo not given),-9.3
COc1ccc(C2C=Nn3cnnc3N2c2ccccc2)cc1Br (stereo not given),1.6
CCCNC(=O)c1ccc(OC)c(S(=O)(=O)N2CCCCC2)c1,17.9
Cc1cnc(NCc2nccn2Cc2ccccc2)nc1-c1cnn(C)c1,6.6
CCOc1ccc2c(c1)c(=O)c(C(=O)c1ccc(CC)cc1)cn2CC(=O)Nc1cccc(Cl)c1,-3.5
O=C(Oc1ccc(Cl)cc1)c1ccc2nccnc2c1,-7.2
c1ccc2c(OCC3CN(C4CCCCC4)CS3)cccc2c1 (stereo not given),0.5
COc1ccc(CNCCCSc2nnnn2C)c(OC)c1,-0.1
CC(=O)NC(C)(CC(=O)c1ccccc1)c1ccccc1 (stereo not given),2.2
Cc1cccc(N2C(=O)S/C(=C\c3ccccc3C(F)(F)F)C2=O)c1,4.7

Look-ups from the list:
RBX1-CUL1 inh result of `O=C(CC1C(=O)NCCN1Cc1ccccc1F)NC1CCC1` (stereo not given) stands at 10.1
RBX1-CUL1 inh result of `CCc1[nH]nc2c1C(c1ccc(F)cc1F)C(C#N)C(=N)O2` (stereo not given) stands at 1.0
RBX1-CUL1 inh result of `COc1ccc(CN2CCNC(=O)C2CC(=O)N2CCCCC2)c(F)c1` (stereo not given) stands at -4.6

The results go on.
Molecule,RBX1-CUL1 inh
CC1=NC(=O)NC(c2cn(-c3ccccc3)nc2-c2ccc(OC(C)C)c(C)c2)C1C(=O)OC(C)C (stereo not given),-9.3
O=C(NCc1nc2ccccc2[nH]1)c1c(F)cccc1F,-4.2
O=C(NCCC1COc2ccccc2O1)c1ccc(N2CCOCC2)nc1 (stereo not given),-7.3
O=C(CSc1nccn1Cc1ccco1)Nc1cccc(F)c1,-19.2
CC(=O)C1C(=O)C(=O)N(Cc2ccccc2)C1c1ccccc1 (stereo not given),-0.1
COc1ccc(S(=O)(=O)N(CC(=O)Nc2cccnc2)c2ccc(C)cc2)cc1Br,-4.5
O=C(Cc1cccnc1)N1CC[C@@H](N2CCN(c3ccccc3F)CC2)[C@H](O)C1,-2.5
CCCCCc1nnc(NC(=O)N2CCN(c3ccnc(C)c3)CC2)s1,9.9
CN1c2ccccc2Sc2ccc(C3(C)OCCO3)cc21,6.7
Cc1cc(NS(=O)(=O)c2c(C(C)C)cc(C(C)C)cc2C(C)C)no1,8.1
CCOC(=O)c1c(NC(=O)COc2ccc(C(C)C)cc2)sc(C)c1C,7.5
CC(=O)N=c1nc(-c2ccccc2)n(-c2ccccc2)s1,4.5
CC(C)c1ccccc1NC(N)=O,3.7
COc1ccccc1Oc1ccc(NS(=O)(=O)c2cccc(C(F)(F)F)c2)cc1,-7.1
O=C1CC[C@@H](c2cc(=O)n3[nH]c(N4CCN(c5ccccc5)CC4)nc3n2)N1,-3.7

Four of these compounds, reformatted:
O=C(CSc1nccn1Cc1ccco1)Nc1cccc(F)c1
  RBX1-CUL1 inh = -19.2
CC(=O)C1C(=O)C(=O)N(Cc2ccccc2)C1c1ccccc1 (stereo not given)
  RBX1-CUL1 inh = -0.1
COc1ccc(S(=O)(=O)N(CC(=O)Nc2cccnc2)c2ccc(C)cc2)cc1Br
  RBX1-CUL1 inh = -4.5
O=C(Cc1cccnc1)N1CC[C@@H](N2CCN(c3ccccc3F)CC2)[C@H](O)C1
  RBX1-CUL1 inh = -2.5

Some of these compounds in order of their number in RBX1-CUL1 inh, ascending.
| SMILES | RBX1-CUL1 inh |
| --- | --- |
| COc1ccc(S(=O)(=O)N(CC(=O)Nc2cccnc2)c2ccc(C)cc2)cc1Br | -4.5 |
| O=C(Cc1cccnc1)N1CC[C@@H](N2CCN(c3ccccc3F)CC2)[C@H](O)C1 | -2.5 |
| CC(C)c1ccccc1NC(N)=O | 3.7 |

(further entries)
Molecule,RBX1-CUL1 inh
O=C(c1ccc(N2CCCC(O)C2)nc1)N1CCC(CCn2cccn2)CC1 (stereo not given),3.8
Cc1ccc(OCC(=O)Nc2c(C(=O)c3ccccc3)oc3ccccc23)cc1C,-3.5
O=C(CC1C(=O)N(c2ccccc2)C(=S)N1CCc1ccccc1F)Nc1ccccc1 (stereo not given),-10.6
CC(C)(C)c1ccc(Oc2cc(=O)oc3ccccc23)cc1,-4.1
CC1SC2(C(=O)Nc3ccccc32)N(c2cccc(F)c2)C1=O (stereo not given),-1.5
Cc1cc2c(cc1C)CSC(c1ccccc1OC(=O)c1ccccc1F)SC2,5.1
Cc1nn2c(C)c(C(=O)NCc3ccc(OC(C)C)cc3)cnc2c1-c1ccc(F)cc1,-5.7
COc1ccc2ccc(OCc3nc(C(=O)N4[C@H](C)CCC[C@@H]4C)co3)cc2c1,-2.9
CSC(SC)=C(C(C)=O)C(C)=O,1.2
CCC(C)[C@H](N)c1nnc(SCc2ccc(Cl)c(Cl)c2)o1 (stereo not given in full),1.0
O=c1[nH]c(-c2ccccc2)nnc1/C=C/c1ccccc1,2.4
COc1ccc(-c2[nH]nc3c2C(c2cccc(OCc4ccccc4)c2)C(C#N)C(=N)O3)cc1 (stereo not given),7.0
CN1CCN(C(=O)C2CCCCC2C(=O)O)CC1 (stereo not given),7.7
CN1C(=O)/C(=C\c2ccc(-c3ccc(C(=O)O)cc3)o2)C(=O)N(c2ccccc2)C1=S,-6.6
Cc1ccc([C@@H]2C3COCC=C3C(C#N)C(=N)C2(C#N)C#N)o1 (stereo not given in full),-8.2
O=C1OC2(O)C3C4CC5C6C4C2C6C1(O)C53 (stereo not given),5.2
CCNC(=O)c1cn(CC(C)C)cc(C(=O)NCc2cccc(F)c2)c1=O,0.0
COc1ccc(NC2=NC(=S)N(c3ccccc3Cl)C23CCCCC3)cc1,8.3
O=c1ccn(Cc2ccc(F)cc2)c2ccnc(C(F)(F)F)c12,12.8
OCC(CO)C(c1ccccc1)C(CO)CO,-12.7
C=CCNC(=O)c1cc2c(=O)n3ccccc3nc2n(C2CCCC2)c1=N,0.3
O=C(NCc1ccc2c(c1)OCO2)c1ccc2c(c1)N(Cc1ccccc1F)C(=O)c1ccccc1S2,6.7
CC(C)Sc1nc2sc3c(c2c(=O)n1Cc1ccccc1)CCCC3,-1.2
Cc1cc(C)cc(NC(=O)N2CCN(Cc3ccc(F)cc3)CC2)c1,3.4
CCOc1ccccc1C(=O)NCC(c1ccc(N(C)C)cc1)N1CCc2ccccc21 (stereo not given),-3.5
CCSc1nn2c(Cl)c(C=O)c(=O)c(C#N)c2n1-c1ccccc1,1.9
C=CCN(CC=C)C(=O)C1CCCN(c2nc(C)c3ccc(OC)cc3n2)C1 (stereo not given),5.3
CCN(CC)CC#CC(OC)(c1ccccc1)C1CCCC1 (stereo not given),-3.0
CCN1CCN(C(=O)C(C)Oc2ccccc2Cl)CC1 (stereo not given),-2.1
c1ccc(-c2cn(-c3ccccc3)nc2-c2ccccc2)cc1,-11.3
N/C(=N\OCc1ccc(Cl)cc1Cl)c1ccccc1,-2.1
C1CCN(c2nc3nonc3nc2NCC2COCCO2)CC1 (stereo not given),4.8
CN(Cc1nc2ccc(F)cc2[nH]1)C(=O)CCN1Cc2ccccc2OC(c2ccccc2F)C1 (stereo not given),4.7
N=C1C(C(=O)NCCc2ccccc2)=CC2C(=O)N3C=CC=CC3=NC2N1Cc1ccco1 (stereo not given),2.0
